MrgX1 antagonist: human MrgX1 receptor antagonism, primary screen; Q96LB2; MRGX1-HEK293 calcium flux, Fluo-4, BAM8-22 antagonism; hits give low values; B-score at 10 µM; 1.3% of 310,000 active; AID 588676;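 active means calcium-response B-score plate-corrected more than 3 library SD below zero, starting fluorescence within 5 deviations, no agonist response on first addition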;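 further: peak minus trough fluorescence over baseline after final BAM8-22 challenge near maximal dose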
Target sequence (Q96LB2 whole entry, looked up): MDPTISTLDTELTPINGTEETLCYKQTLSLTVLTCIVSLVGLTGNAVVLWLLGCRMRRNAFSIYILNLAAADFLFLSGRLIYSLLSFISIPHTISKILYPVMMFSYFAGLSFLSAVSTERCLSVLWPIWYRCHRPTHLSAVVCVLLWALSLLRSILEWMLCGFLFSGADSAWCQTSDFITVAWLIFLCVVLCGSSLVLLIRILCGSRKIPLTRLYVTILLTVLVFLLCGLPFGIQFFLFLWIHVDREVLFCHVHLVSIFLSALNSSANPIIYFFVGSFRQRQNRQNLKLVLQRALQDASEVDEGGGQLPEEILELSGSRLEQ
MrgX1 allo act: human MrgX1 positive allosteric modulation, primary screen | Q96LB2 | MrgX1-HEK293, Fluo-4 calcium flux, FDSS; hits give high values | B-score at 10 µM | 0.63% of 310,000 active;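 active means plate-corrected calcium response at least 3 library SD above typical, normal starting fluorescence, not activating the receptor alone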;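 further: compound read alongside a low EC10 to EC30 dose of BAM8-22 agonist; peak minus trough fluorescence over baseline measured at the second addition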
MrgX1 ag: activates human MrgX1 receptor signaling; Q96LB2; MrgX1-HEK293 cells, Fluo-4 calcium fluorescence, agonist mode; hits give high values; B-score at 10 µM; 0.44% of 310,000 active;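 active means calcium response B-score plate-corrected fluorescence ratio at least 3 library SD, with starting fluorescence B-score inside 5 SD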
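times = overnight plating, then 30 min 37 °C plus 30 min room-temperature dye loading | assay system = stable human MrgX1 HEK293 cell line | input = fifteen thousand cells per well | signal = kinetic calcium dye fluorescence, Fluo-4 NW | dosing = compound delivered in addition one of three | read-out = B-scored fluorescence response ratio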
Numbers without * were called inactive; i = inactive. These rows are one share of the data (hit frequency here may not be typical).

SMILES	MrgX1 antagonist	MrgX1 allo act	MrgX1 ag
COc1ccc2c(c1O)-c1c(OC)c(OC)cc3c1[C@H](C2)N(C)CC3	i	i	i
CCN1C[C@]2(COC)CC[C@H](OC)[C@@]34C1[C@]1(OCO[C@@]15C[C@H](OC)[C@H]1C[C@@H]3[C@@H]5[C@H]1OC)[C@@H](O)[C@H]24	i	i	i
C=C[C@H]1CN2CC[C@H]1C[C@H]2[C@H](O)c1ccnc2ccccc12	i	i	i
O=S1(=O)N(CCN2CC=C(c3c[nH]c4cc(F)ccc34)CC2)c2cccc3c2N1CCC3	i	i	i
COC1C(OC(=O)c2ccc(C)[nH]2)C(O)C(Oc2ccc3c(O)c(NC(=O)c4ccc(O)c(CC=C(C)C)c4)c(=O)oc3c2Cl)OC1(C)C (centres undefined)	i	i	i
NN=C(N)N	i	i	i
Cn1c(=O)cc(SCC(=O)N2CCC3(CC2)OCCO3)c2ccc(Cl)cc21	i	i	i
C[C@@H]1C2C[C@@]34COC(=O)C3=CC=C[C@H]4[C@@]13C[C@H](c1ccoc1)O[C@@H]3O2	i	i	i
COc1ccc2[nH]cc(CCN)c2c1	i	i	i
CCN(CC)CCOC(=O)C(O)(c1ccccc1)c1ccccc1	i	i	i
O=c1[nH]c(=O)n(CCC2=CCCCC2)c(O)c1C=NC1CCN(Cc2ccccc2)CC1	i	i	i
NC(N)=Nc1ccc2[nH]c3c(c2c1)C[C@@]1(O)[C@H]2Cc4ccc(O)c5c4[C@@]1(CCN2CC1CC1)[C@H]3O5	i	i	i

6 compounds picked at random from the list so far:
SMILES	MrgX1 antagonist	MrgX1 allo act	MrgX1 ag
NN=C(N)N	i	i	i
COC1C(OC(=O)c2ccc(C)[nH]2)C(O)C(Oc2ccc3c(O)c(NC(=O)c4ccc(O)c(CC=C(C)C)c4)c(=O)oc3c2Cl)OC1(C)C (centres undefined)	i	i	i
O=c1[nH]c(=O)n(CCC2=CCCCC2)c(O)c1C=NC1CCN(Cc2ccccc2)CC1	i	i	i
C=C[C@H]1CN2CC[C@H]1C[C@H]2[C@H](O)c1ccnc2ccccc12	i	i	i
NC(N)=Nc1ccc2[nH]c3c(c2c1)C[C@@]1(O)[C@H]2Cc4ccc(O)c5c4[C@@]1(CCN2CC1CC1)[C@H]3O5	i	i	i
C[C@@H]1C2C[C@@]34COC(=O)C3=CC=C[C@H]4[C@@]13C[C@H](c1ccoc1)O[C@@H]3O2	i	i	i

Other entries
SMILES	MrgX1 antagonist	MrgX1 allo act	MrgX1 ag
CC(Cc1ccccc1)NCCC(c1ccccc1)c1ccccc1 (centres undefined)	i	i	i
O=P1(NCCCl)OCCCN1CCCl (centres undefined)	i	i	i
O=C(O)c1cccc2c1NC(C(=O)O)C1CC(Sc3ccccc3[N+](=O)[O-])C(Cl)C21 (centres undefined)	i	i	i
COc1ccc2c(c1)[nH]c1c(C)nccc12	i	i	i
COc1ccc2[nH]c3c(c2c1)CCN=C3C	i	i	i
CO[C@H]1CC=C2CCN3CCC4=C(CC(=O)OC4)[C@]23C1	i	i	i
NCC(O)c1cc(O)c(O)cc1F (centres undefined)	i	6.54*	i
Clc1ccc(C(OCCN2CCCCC2)c2ccccc2)cc1 (centres undefined)	i	i	i
O=c1ccc2cc(OC3O[C@H](CO)[C@@H](O)[C@H](O)[C@H]3O)c(O)cc2o1 (some centres undefined)	i	i	i
CCCN(CCC)C1CCc2ccc(O)cc2C1 (centres undefined)	i	i	i
Cc1cc(O)c2c(c1)C(=O)C13C(=C2O)C(=O)[C@H]2[C@@H](O)[C@@H]1[C@H]1[C@H](O)[C@@H]3C(=O)C3=C(O)c4c(O)cc(C)cc4C(=O)C312 (some centres undefined)	i	i	i
CO[C@H]1C=C2CCN(C)[C@H]2C2c3cc4c(cc3C(=O)O[C@@H]21)OCO4 (some centres undefined)	i	i	i

A section of the results above:
SMILES	MrgX1 antagonist	MrgX1 allo act	MrgX1 ag
O=P1(NCCCl)OCCCN1CCCl (centres undefined)	i	i	i
O=C(O)c1cccc2c1NC(C(=O)O)C1CC(Sc3ccccc3[N+](=O)[O-])C(Cl)C21 (centres undefined)	i	i	i
COc1ccc2c(c1)[nH]c1c(C)nccc12	i	i	i

Structures listed so far with sulfur (three):
SMILES	MrgX1 antagonist	MrgX1 allo act	MrgX1 ag
O=S1(=O)N(CCN2CC=C(c3c[nH]c4cc(F)ccc34)CC2)c2cccc3c2N1CCC3	i	i	i
Cn1c(=O)cc(SCC(=O)N2CCC3(CC2)OCCO3)c2ccc(Cl)cc21	i	i	i
O=C(O)c1cccc2c1NC(C(=O)O)C1CC(Sc3ccccc3[N+](=O)[O-])C(Cl)C21 (centres undefined)	i	i	i

Back to the main list, repeating the 4 entries before the break.
SMILES	MrgX1 antagonist	MrgX1 allo act	MrgX1 ag
O=c1ccc2cc(OC3O[C@H](CO)[C@@H](O)[C@H](O)[C@H]3O)c(O)cc2o1 (some centres undefined)	i	i	i
CCCN(CCC)C1CCc2ccc(O)cc2C1 (centres undefined)	i	i	i
Cc1cc(O)c2c(c1)C(=O)C13C(=C2O)C(=O)[C@H]2[C@@H](O)[C@@H]1[C@H]1[C@H](O)[C@@H]3C(=O)C3=C(O)c4c(O)cc(C)cc4C(=O)C312 (some centres undefined)	i	i	i
CO[C@H]1C=C2CCN(C)[C@H]2C2c3cc4c(cc3C(=O)O[C@@H]21)OCO4 (some centres undefined)	i	i	i
C[N+]1(C)C2CCC1CC(OC(=O)c1c[nH]c3ccccc13)C2 (centres undefined)	i	i	i
S=C=Nc1cccc(C2(N3CCCCC3)CCCCC2)c1	i	i	i
C=C1N2CCC(CC2)C1(O)c1ccccc1C (centres undefined)	i	i	i
c1ccc(C2CC2)c(OCC2=NCCN2)c1	i	i	i
COc1cc2c3cc1Oc1cc(ccc1O)C[C@@H]1c4c(cc(OC)c(O)c4Oc4cccc(c4)C[C@@H]3N(C)CC2)CC[N+]1(C)C	i	i	i
O=C(OC1CCN(CCCl)CC1)C(c1ccccc1)c1ccccc1	i	i	i
C=CCN1C[C@@H](C)N(C(c2ccc(C(=O)N(CC)CC)cc2)c2cccc(OC)c2)C[C@@H]1C (some centres undefined)	i	i	i
COc1ccc2c(c1)[C@@]13CCC=C[C@H]1[C@@H](C2)NCC3	i	i	i
N#CC(C#N)=Cc1ccc(O)c(O)c1	i	i	i
Clc1ccc(C(Cn2ccnc2)OCc2csc3c(Cl)cccc23)c(Cl)c1 (centres undefined)	i	i	i
